Compound activity as filed in PubChem.
HMGR II inh – inhibitors of E. faecalis class II HMGR, primary screen, biochemical, Enterococcus faecalis. HMG-CoA reductase (Enterococcus faecalis, mvaE). inhibition, % at 10 µM. 190,000 compounds, 0.41% hits. purified E. faecalis HMGR, NADPH absorbance 340 nm kinetic;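 active = inhibition above a set limit, the median over all tested compounds plus 3 SD, cut at about 9.5% in these data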;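 also: enzyme runs in reverse so mevalonate oxidation gives rising NADPH absorbance; 0% = complete reaction with DMSO and 100% = background rate lacking mevalonate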
NF-kB neuron act – activators of NF-kB expression in neurons, primary screen, cell-based, HTS; human neuronal cells, NF-kB reporter expression; hits give high values; fold change at 12.5 µM; 190,000 compounds, 1.6% hits; AID 1239, 2008; in the data active = fold change above about 3.3
FLuc inh counter – firefly luciferase enzyme inhibitors, primary screen, artefact control for luciferase-based inhibitor screens, biochemical, luminescence, ATPLite; inhibition, % at 10 µM; 200,000 compounds, 1.5% hits; Luciferin 4-monooxygenase (Photinus pyralis), P08659; 10 min;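 active = inhibition above about 50% when tested at 10 µM, limit read from the data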
Target sequence (P08659 whole entry, looked up): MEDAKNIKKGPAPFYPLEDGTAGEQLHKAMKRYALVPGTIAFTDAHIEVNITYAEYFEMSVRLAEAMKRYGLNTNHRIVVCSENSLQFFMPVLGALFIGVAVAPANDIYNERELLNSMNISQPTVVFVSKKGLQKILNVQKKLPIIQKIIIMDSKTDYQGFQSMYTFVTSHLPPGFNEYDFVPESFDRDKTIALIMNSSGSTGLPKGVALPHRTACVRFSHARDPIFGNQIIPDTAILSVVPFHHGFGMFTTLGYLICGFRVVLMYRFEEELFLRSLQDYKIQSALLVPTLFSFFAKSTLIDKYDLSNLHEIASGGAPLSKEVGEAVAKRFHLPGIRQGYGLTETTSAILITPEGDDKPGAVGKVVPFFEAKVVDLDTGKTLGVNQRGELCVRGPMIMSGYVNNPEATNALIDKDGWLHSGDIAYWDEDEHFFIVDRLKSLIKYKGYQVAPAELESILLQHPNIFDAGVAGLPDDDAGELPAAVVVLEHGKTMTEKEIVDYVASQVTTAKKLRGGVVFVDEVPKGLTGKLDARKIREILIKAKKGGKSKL
APP transl inh – inhibitors of APP translation via 5'UTR reporter, primary screen, APP 5'UTR luciferase, SH-SY5Y cells. SH-SY5Y APP 5'UTR-luciferase reporter, luminescence. AID 1285, 2008. inhibition, % at 2 µM. 190,000 compounds, 0.82% hits;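 active = inhibition above a set limit, derived from the sample mean plus 3 SD, cut at about 45% in these data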; also: values of inactives mirror those of a sister screen read the other way
Hsp70 activator – Hsp70 transcriptional activators, primary screen, cell-based, HeLa, Hsp70 promoter luciferase, luminescence, 10 µM | HeLa Hsp70 promoter luciferase reporter; scaled: vehicle 0, proteasome-inhibitor control 100% | AID 1203, 2008 | activation, % at 10 µM | 200,000 compounds, 0.04% hits;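 active = activation above the mean across all tested compounds plus 3 SD, cutoff set per campaign, cut at about 5.5% in these data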;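 also: 100% = MG132 at 30 µM as the positive control and 0% = DMSO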
STAT1 activator – STAT1 signaling activators, primary screen, cell-based, HTS, luciferase reporter; AID 932, 2007; NIH 3T3 STAT1-luciferase reporter, IFN-gamma, luminescence; 100% = IFN-gamma alone, no compound; 200,000 compounds, 2.6% hits; activation (% of control), % at 5.5 µM;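 active = activation above the screen-wide mean activation plus 3 SD, cut at about 130% in these data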;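 also: raw ratio to IFN-gamma control signal so 100% means no change and 0% no light; values of inactives mirror those of a sister screen read the other way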
G6PDH counter – L. mesenteroides G6PDH inhibitors, counter-screen for G6PDH-coupled screening assays, biochemical, Leuconostoc mesenteroides enzyme; Purified L. mesenteroides G6PDH, diaphorase/resazurin coupled fluorescence, 45 min; inhibition, % at 5 µM; 200,000 compounds, 0.12% hits; in the data active = inhibition above about 50%
FLuc act counter – FLuc activators, initial screening, artefact control for FLuc-dependent activation tests, biochemical, ATPlite luminescence. ATPlite luciferase biochemical, 10 min; 0 = ATP-free wells, 1 = DMSO control. activation factor at 10 µM. 200,000 tested, under 10 active. AID 1027, 2008;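 active = luciferase activation factor, scaled between plate controls, of at least 2 with compound at 10 µM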
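System: cell-free luciferase reagent; medium: PBS as buffer for the ATP substrate; doses: test compounds dosed from 2 mM stocks in 100% DMSO; incubation: 10 min, room temperature; measured by: luminescence from luciferase reaction; read-out: luciferase activation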
Redox H2O2 prof – compounds producing H2O2 with reducing agent – biochemical, NIH compound library profiling, artefact control for MLSCN library redox annotation, primary screen; activation, % at 10 µM; 200,000 compounds, 0.03% hits; AID 878, 2007; DTT-dependent redox cycling H2O2, phenol red/HRP absorbance; 100% = 100 µM peroxide control, 0% = buffer;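 active = activation of at least 50% relative to the plate's high and low controls in the primary single-dose screen; inactive = activation below 50%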;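 also: compound incubated with DTT at 0.8 mM final as the reducing agent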
APP 5'UTR act – activators of APP 5'UTR luciferase reporter, primary screen, SH-SY5Y cells | SH-SY5Y APP 5'UTR luciferase reporter, luminescence; zero percent = DMSO vehicle wells | 190,000 compounds, 1% hits | activation, % at 2 µM;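 active = activation above a set limit, based on mean plus 3 SD of controls, cut at about 140% in these data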; also: values of inactives mirror those of a sister screen read the other way
* marks the source's active call; other numbers are inactive results; . = no result given.

SMILES	Redox H2O2 prof	Hsp70 activator	APP 5'UTR act	G6PDH counter	HMGR II inh	FLuc inh counter	FLuc act counter	NF-kB neuron act	APP transl inh	STAT1 activator
CCCC(=O)Nc1ccccc1NC(=O)c1ccc(OCC)c(OCC)c1	-0.8	-0.4	16	0	-1	-2	1	0.85	-16	99
CCCCSc1nnc(CSc2nc3nc(C)cc(C)n3n2)o1	-0.1	-0.2	-3	6	-4	-2	1	1.1	3	103
CCn1nc(C(=O)OC(C(=O)c2c[nH]c3ccccc23)c2ccccc2)c2ccccc2c1=O (centres undefined)	1.8	-0.2	-4	-3	-6	-5	1.1	0.77	4	105
COc1ccc(S(=O)(=O)N(CC(=O)O)Cc2ccccc2)cc1OC	-0.8	-0.1	-9	4	-9	-2	1	1.1	9	89
O=C(C1CCN(S(=O)(=O)Cc2ccccc2)CC1)N1CCN(c2ncccn2)CC1	3.1	-0.5	24	16	-4	-7	1.1	1	-24	100
O=C(Nc1ccccc1C(=O)N1CCCC1)c1cccc(S(=O)(=O)N2CCCCCC2)c1	0.4	-0.2	-3	4	3	-3	1	0.69	3	96
O=C(O)c1ccccc1SCc1cn2cc(Cl)ccc2n1	-0.1	-0.1	15	17	-2	14	0.9	0.82	-14	101
Cc1sc2ncnc(SCC(=O)NC(C)(C)C)c2c1C	0.1	-0.2	2	3	-5	2	1	0.86	-2	101
CCn1nc(C(=O)OCC(=O)c2ccc(F)cc2)c2ccccc2c1=O	-0.1	-0.2	5	-4	5	-3	1	1.2	-5	103
COc1cccc(C(=O)NNC2OC(CO)C(O)C2O)c1 (centres undefined)	-1.1	0.0	11	12	-9	-5	1	1	-11	98
O=C(c1cccs1)N(Cc1ccco1)Cc1cc2ccccc2[nH]c1=O	-2.4	-0.3	2	5	-5	-6	1.1	0.75	-2	94
CCCCNC(=O)COC(=O)c1cc(F)c(F)cc1Cl	1.3	-0.3	2	0	-6	-6	1.1	1.1	-2	100
COc1cc(CNCCc2ccc(S(N)(=O)=O)cc2)ccc1OCc1ccc(Cl)cc1	-3.4	-0.3	-11	0	0	-10	1.1	0.86	11	104
Cc1c(Cl)c(C(=O)N2CCCC2)nn1C	0.1	0.0	-3	0	2	-5	1.1	1.1	2	101
CN(C)Cc1ccc(O)c(CCc2ccccc2)n1	0.4	-0.2	-2	6	-7	-6	1.1	1.1	2	102
CO/N=C/C(=N\Nc1cc(OC)cc(OC)c1)C(=O)c1ccccc1	-0.2	-0.1	-18	0	-5	-3	1	1.1	18	104
Cc1cccc(C)c1N(CC(=O)N/N=C/c1cc(Br)c(C)o1)S(C)(=O)=O	0.2	0.0	0	7	-4	-2	1	0.91	0	95
CCN(CC)c1ccc(NC(=O)C2CCCN(S(=O)(=O)c3cnc[nH]3)C2)c(C)c1 (centres undefined)	-1.4	0.1	-16	6	-6	1	1	0.83	16	95
CCOc1ccc(C(C)=O)cc1CN1C(=O)NC2(CCCCCCC2)C1=O	-2.6	-0.4	-11	-4	-7	-7	1.1	1.2	11	102
Cc1ccc(C2C=C(c3ccccc3)Nc3nc(N4C(=O)CCC4=O)nn32)cc1 (centres undefined)	-0.5	-0.1	1	0	-3	0	1	1.6	-1	97
CC(C)N1C(=O)S/C(=C/c2cccnc2)C1=O	2.2	-0.2	-1	3	-2	-4	1	1.3	1	94
Cc1cc(-c2csc(NC(=O)c3ccc(=O)n(C)n3)n2)c(C)n1CC1CCCO1 (centres undefined)	0.6	0.8	5	4	-3	-3	1	1	-5	88
Cc1cccn2c(=O)c3cc(C#N)c(=N)n(Cc4cccnc4)c3nc12	0.8	-0.2	-8	.	.	.	.	.	8	88
CCn1c(SCC(N)=O)nc2c(c1=O)C1(CCCC1)Cc1ccccc1-2	0.0	-0.3	1	-33	-3	-6	1.1	1.7	-1	98
COC(=O)c1ccc(NC(=O)Cn2nc(-c3ccncc3)nc2SCC(=O)Nc2nccs2)cc1	-5.8	-0.1	9	1	0	-4	1	1.1	-9	103
COc1cc(C=O)ccc1OCCOCCOc1cc(C)ccc1Cl	2.1	-0.1	-5	-1	-2	-7	1.1	1	5	104
Cc1ccc([N+](=O)[O-])cc1NC(=O)CN(C1CCCCC1)S(=O)(=O)c1ccc(Cl)cc1	0.9	-0.1	.	0	-2	-4	1	0.62	.	94
CN(CCC#N)C(=S)NC(=O)c1ccc(S(=O)(=O)N2CCOCC2)cc1	0.0	-0.3	-8	7	5	-9	1.1	1.3	8	92
CCn1c2ccccc2c2cc(/C=N/NC(=O)c3ccc(O)cc3)ccc21	0.6	0.2	-2	-21	-5	0	1	0.42	2	109
Cc1ccc(-n2nc(C)c(Sc3ccccc3[N+](=O)[O-])c2N)cc1	0.8	-0.3	18	1	-6	-5	1	1.1	-18	91
Cc1cccc(OCc2nnc(SCc3nc4ccccc4c(=O)[nH]3)o2)c1	0.8	-0.1	14	0	-2	-2	1	1	-14	93
Cc1ccccc1OCC(=O)OCC(=O)c1ccc(OC(=O)c2ccccc2)cc1	0.2	-0.2	14	-4	2	-7	1.1	1.3	-14	97
COC(=O)C1=C(C)N(C2CCCCC2)C(=O)C1	0.5	-0.1	11	4	-5	-6	1.1	1	-11	99
Cc1ccc(-n2c(C)cc(/C=C3\NC(=O)NC3=O)c2C)c(C)c1	0.3	-0.4	16	-7	3	22	0.8	1.4	-16	111
CS(=O)(=O)N1CCC(C(=O)Nc2ccc(Oc3ccccc3)cc2)CC1	2.5	-0.2	17	6	-1	-5	1.1	0.75	-17	95
Cc1cc(NC(=O)c2ccc3c(c2)C(=O)N(C(C)(C)C)C3=O)no1	1.3	0.1	-1	8	0	4	1	1.2	1	102
Fc1cccc(COc2ccccc2CNc2ccccc2)c1	0.5	-0.5	-11	-6	-5	-5	1.1	1.2	11	104
Clc1ccc(C2=NN=C3COc4ccccc4N3C2)cc1	-0.3	-0.2	19	2	-2	-2	1	1.4	-19	100
O=c1cc(CO)oc(CN2CCN(c3cccc(C(F)(F)F)c3)CC2)c1O	0.0	-0.2	2	5	3	-4	1	0.91	-2	93
COc1ccccc1CNC(=O)CS(=O)Cc1nc(-c2ccccc2C)oc1C (centres undefined)	-0.8	-0.3	-3	4	3	-8	1.1	1	3	98
COc1ccc([C@H]2[C@H](C(=O)C(C)(C)C)N3N=Cc4ccccc4C3C23C(=O)OC(C)(C)OC3=O)cc1 (some centres undefined)	0.3	-0.2	22	-1	-3	-9	1.1	0.92	-22	103
CCCCn1c(CN2CCN(C)CC2)nc2ccccc21	0.1	0.1	23	13	-2	-7	1.1	0.99	-22	88
CCOC(=O)c1sc(SC)nc1N	-1.4	-0.3	7	-1	-11	-4	1	1.2	-8	96
CCOC(=O)c1sc2ncnc(OC)c2c1C	0.1	-0.2	6	14	1	4	1	1.1	-6	103
COC(=O)Cn1ccc(N(C)C)c(C#N)c1=O	4.7	0.0	3	4	-4	-4	1	1.1	-3	99
Cc1ccc(CSc2nnc(-c3ccncc3)n2CC2CCCO2)cc1 (centres undefined)	1.7	0.0	1	3	-6	-4	1	1.2	-1	104
Cc1nn(Cc2ccc(Cl)cc2Cl)c(Cl)c1/C=N/NC(=O)CNc1cccc(C(F)(F)F)c1	1.3	-0.5	-10	-9	-8	-5	1.1	1.6	10	100
OCC(O)/C=N/Nc1nc(N2CCCCC2)nc(N2CCCCC2)n1 (centres undefined)	-0.3	0.1	-12	9	-2	-11	1.1	0.93	12	106
COc1ccc(NC(=O)c2c(NC(=O)CNCC(C)C)sc3c2CCC3)c(OC)c1	0.7	-0.2	17	8	-9	2	1	0.96	-18	100
CCCCCn1c(N2CCOCC2)nc2c1c(=O)n(CC(N)=O)c(=O)n2C	2.0	0.1	-23	8	-3	2	1	1.3	23	102

(more compounds)
SMILES	Redox H2O2 prof	Hsp70 activator	APP 5'UTR act	G6PDH counter	HMGR II inh	FLuc inh counter	FLuc act counter	NF-kB neuron act	APP transl inh	STAT1 activator
Cc1cc(C(=O)N2CCN(c3ccccc3)CC2)no1	2.7	-0.1	9	-1	5	-5	1	1.1	-9	108
O=C(CSCc1ccc(Cl)cc1)Nc1ccc2c(c1)OCO2	0.9	-0.3	2	10	-2	-9	1.1	1.1	-2	106
CCc1cc(C(c2ccc(F)cc2)N2CCOCC2)c(NC(=O)c2ccccc2)s1 (centres undefined)	-4.4	-0.2	-5	6	0	-3	1	1.3	6	97
Cc1ccsc1/C=N/NC(=O)c1cccs1	0.8	0.0	29	3	-2	32	0.7	2.1	-29	134*
Cn1c(CN2CCOCC2)nnc1SCc1ccccc1	-5.3	-0.2	-2	1	-2	-9	1.1	1	2	95
NC(=O)N/N=C/c1cc(Br)ccc1OCC(=O)NCc1ccccc1	0.1	-0.3	-5	12	-5	-2	1	1	4	104
Cc1cccc(-n2nc([N+](=O)[O-])c(N3CCN(C(=O)c4ccco4)CC3)[n+]2[O-])c1	-1.8	-0.1	1	4	-7	-10	1.1	1.4	-1	81
O=C(CN1C(=O)/C(=C/c2ccccc2)SC1=S)Nc1ncc(Cc2ccccc2)s1	-1.6	-0.5	0	6	-5	-4	1	1.2	0	89
COc1ccc(CNCCC2(Cc3ccccc3)CC(C)N(C)CC2C)cc1OC (centres undefined)	0.1	-0.4	20	20	-3	-9	1.1	0.69	-20	98
COc1ccccc1CNC(=O)CN(Cc1ccc(Cl)cc1)S(C)(=O)=O	-0.1	-0.1	0	4	3	-7	1.1	1.1	0	94
CCCNC(=S)N1CCN(CC)CC1	-0.2	-0.1	.	10	-3	-9	1.1	1.1	.	99
OC(Cn1cccn1)c1ccccc1 (centres undefined)	-0.3	0.0	-3	5	1	0	1	1	4	108
O=C(/C=C/c1ccccc1)Nc1nnc(SCC(=O)c2ccc3ccccc3c2)s1	0.1	-0.5	15	-3	-4	7	0.9	1.1	-15	99
Cc1nnc(SCC(=O)N2CCN(S(=O)(=O)c3ccccc3)CC2)s1	-0.2	0.3	10	1	-5	-2	1	0.89	-10	100
CC1CC(C)(C)NC(=S)N1CCCC(=O)Nc1ccc(Br)cc1 (centres undefined)	0.7	-0.2	10	2	2	-7	1.1	1	-10	95

STAT1 activator, what is marked active above
Compound | Redox H2O2 prof | Hsp70 activator | APP 5'UTR act | HMGR II inh | NF-kB neuron act | APP transl inh | STAT1 activator
Cc1ccsc1/C=N/NC(=O)c1cccs1 | 0.8 | 0.0 | 29 | -2 | 2.1 | -29 | 134*
